GSIS activator – GLuc luminescence reporter in INS-1E cells, primary screen for activators of glucose-dependent secretion of insulin; activation, % at 16.6 µM; AID 743287; INS-1E GLuc reporter insulin secretion, 2-3 h; hit rate 0.61% among 370,000;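 active = lowest replicate activation of at least 40%, so every replicate reaches that level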;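 also: 0% = median of neutral control wells and 100% = median of IBMX positive control wells; some compounds called inactive have numbers as strong as hits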
miR-122 sensor – inhibitors of miR-122 in Huh7 cells; hit rate 0.3% among 340,000; AID 602342; Huh7 miR-122 Renilla luciferase sensor, 48 h; neutral wells = 0, positive control = 100; activation (reporter increase), % at 12.5 µM;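 active = mean replicate activation score at least 90 and every replicate individually at or above 90; inconclusive = only one of the two criteria met; inactive = neither criterion met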;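 also: higher luciferase means less miR-122 activity so hits act as miR-122 inhibitors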
EWS-Fli block – EWS/Fli transcriptional activity inhibition; A673 NR0B1-luciferase reporter, viability-normalised; inhibition, % at 12.6 µM; hit rate 0.67% among 350,000;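 active = mean inhibition of at least 50% after viability correction, with every replicate also passing that limit; inconclusive = mean reaches 50% but only one of two replicates passes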;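 also: firefly luciferase signal divided by Alamar Blue viability fluorescence both relative to DMSO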
F508del corr – CFTR F508del correction in bronchial cells; hit rate 0.36% among 350,000; AID 720511; CFBE cells, YFP halide quenching; stimulated with forskolin plus potentiator P3; % fluorescence drop versus neutral controls; activity (quench increase), % at 7.58 µM;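 active = mean added fluorescence quench of at least 8% versus neutral control, with both replicates also reaching 8%; inconclusive = only one of the mean or replicate conditions met; inactive = mean below 8% and not both replicates reaching 8%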;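 also: cells transiently co-express mutant CFTR-F508del with the halide-sensitive YFP; corrector assay measuring rescue of mutant channel to the surface after 24 h compound exposure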
PAX8 inh HTS – inhibitors of PAX8 transcriptional activity in RMG-I cells. RMG-I TPO-luciferase reporter, SteadyGlo, 24 h. inhibition, % at 12.6 µM. hit rate 1.2% among 360,000. AID 652154;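 active = mean replicate inhibition at least 60% with every replicate also reaching 60%; inconclusive = only one of the two criteria is met; inactive = mean below 60% and not all replicates reaching 60%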;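 also: luciferase light reporting Pax8 driven TPO promoter activity; plate controls were median of neutral control wells for no effect and mitoxantrone controls for full effect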
DENV2 CPE rescue – protects cells from dengue virus 2 cytopathic effect. DENV2-infected cells, cytopathic effect rescue, plate reader. CPE inhibition, % at 9.99 µM. hit rate 1.7% among 350,000; in the data active = CPE inhibition above about 20%, passing the limit was not always enough; inconclusive = no clear call, values can overlap the other calls; tested in BHK-21 cells;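 also: 0% = median of neutral control wells and 100% = median of positive control wells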
FN deposit inh – fibronectin deposition inhibition. AH1F fibroblasts, Alexa488-fibronectin deposition fluorescence, overnight. inhibition, % at 12.6 µM. hit rate 0.086% among 350,000. AID 743247;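 active = mean inhibition across replicates of 30% or more, regardless of how many single replicates reach that level; inconclusive = mean under 30% yet at least half of replicates reach 30%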;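 also: positive control wells lacked labelled fibronectin entirely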
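test system = AH1F fibroblasts assembling fluorescent fibronectin matrix | quantity = 10000 AH1F cells per well | buffer or medium = DMEM plus 2% serum, read in PBS | doses = single dose, pinned | incubation = 1 h cell attachment, overnight exposure to compound and label | detection = fluorescence at 485 nm excitation, 525 nm emission | read-out basis = inhibition from reduced deposited-fibronectin fluorescence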
The depositor's hits bear a star; ? = inconclusive; nt = no result given; [ ] = dose if it differs, or a comment.

SMILES	GSIS activator	miR-122 sensor	EWS-Fli block	F508del corr	PAX8 inh HTS	DENV2 CPE rescue	FN deposit inh
O=C(COC(=O)/C=C/c1cccc([N+](=O)[O-])c1)NCC1CCCO1 (stereo not given)	-2	nt	-8	-3.7	3	-3	nt
CN(C(=O)OC(C)(C)C)[C@H](Cc1ccccc1)C(=O)N[C@H]1CCCCNC1=O	5	-6	7	0.9	1	-2	4
COc1cc(NC(=O)c2ccccc2Cl)ccc1NC(=O)c1cccs1	8	nt	-102	2.3	-162	5	2
CCN(CC)CCCCOc1ccccc1OC	4	4	-6	-1.2	nt	-12	nt
O=C(Nc1cc(F)ccc1F)N1CC(=O)N2[C@@H](CO)[C@@H](c3ccc(C#CC4CCCCC4)cc3)[C@@H]2C1	-18	nt	0	-1.6	60	3	nt
Brc1ccc(CSc2nnc(-c3cnccn3)n2Cc2ccco2)cc1	-29	-3	6	2.7	nt	-1	nt
CC1CCN(C(=O)COC(=O)c2cc([N+](=O)[O-])ccc2N2CCOCC2)CC1	-6	nt	-1	-5.8	3	-13	nt
COc1ccc(-c2cc(-c3ccccc3)nc(SCC(=O)Nc3nccs3)c2C#N)cc1	-8	nt	nt	nt	16	nt	-3
Cc1ccccc1Nc1nc(N)nc(COC(=O)c2ccc3c(c2)OCCO3)n1	nt	-1	-4	0.5	-25	?	-15
NC(=O)c1ccccc1OCc1cccc2ccccc12	1	-3	-5	-6.7	-3	-2	2
CC1(c2ccc([N+](=O)[O-])cc2)NC(=O)N(CC(=O)Nc2ccc(N3CCCCC3)cc2)C1=O (stereo not given)	-18	nt	2	0.6	25	-7	2
C[C@H](CO)N1C[C@H](C)[C@H](CN(C)S(C)(=O)=O)Oc2ccc(NC(=O)Cc3cn(C)c4ccccc34)cc2C1=O	10	10[16.7 µM]	-5	3.0	-3	19	nt
O=C(O)CCCNS(=O)(=O)c1ccc2ccccc2c1	nt	1	nt	nt	0	nt	1
CC(=O)Nc1ccc(N2C(=O)CSC2c2cccc(Br)c2)cc1 (stereo not given)	-5	0	0	nt	1	10	3
O=C(NC1CCN(S(=O)(=O)c2ccc(F)cc2)CC1)c1ccccc1	13	-4	-4	-1.0	-5	-5	-3
COCCn1nnnc1C(c1cccc(OC)c1OC)N1CCN(C(=O)c2ccco2)CC1 (stereo not given)	16	-2	5	0.6	-1	4	-1
Cc1ccc(-c2nn3cnnc3c3ccccc23)cc1	40	nt	-6	1.4	-10	3	-5
C[C@H]1CCCCO[C@@H](CN(C)S(=O)(=O)c2ccccc2)[C@@H](C)CN([C@@H](C)CO)C(=O)c2cc(NC(=O)Nc3ccccc3)ccc2O1	-8	-5[16.7 µM]	7	-2.6	28	3	-2
COC(=O)c1ccccc1NC(=O)CN1C(=O)c2ccccc2C1=O	-8	-1	1	-0.6	15	2	0
CCOC(=O)N1CCN(C(=O)C[C@H]2C[C@@]3(C(=O)OC)C(=C[C@H](COCc4ccccc4)O[C@@H]3C)N(CCC3=CCCCC3)C2=O)CC1	nt	nt	-3	1.2	23	-11	-6
O=C(O)C(C=C(Cl)Cl)N1CCOCC1 (stereo not given)	nt	-4	18	5.6	1	-3	12
COc1ccc(NS(=O)(=O)c2cccc(C(=O)NNC(=O)COc3ccccc3)c2)cc1	-17	1	-2	-1.2	27	2	4
Nc1c(N=O)c(=O)[nH]c(=O)n1-c1ccccc1	5	nt	-3	0.4	-8	-5	4
CSCCC(Nc1nc2ccccc2s1)C(=O)O (stereo not given)	nt	4	nt	nt	4	nt	-5
COc1ccc(S(=O)(=O)N2CC(C(=O)O)Oc3ccccc32)cc1 (stereo not given)	-2	nt	5	-3.0	4	6	-1
C[C@@H]1CN([C@H](C)CO)C(=O)Cc2cc(NC(=O)Nc3ccccc3)ccc2O[C@H]1CN(C)CC1CCCCC1	-2	-2[16.7 µM]	2	-0.4	19	5	13
O=C(NCC[C@@H]1CC[C@@H](NS(=O)(=O)c2cccc(Cl)c2)[C@H](CO)O1)c1cnccn1	5	nt	0	0.9	-5	-8	-3
CCOC(=O)C(C)Sc1nnc(NC(=O)c2ccc3c(c2)OCO3)s1 (stereo not given)	-1	nt	4	-0.5	-1	-1	-10
O=C(COc1cccnc1[N+](=O)[O-])NCCc1ccc(F)cc1	5	nt	7	-0.2	-3	-5	-13
COc1ccc(C(=O)N2CCN(CC(=O)N3CCOCC3)CC2)cc1	nt	0	-13	-0.4	-17	5	4
c1ccc(-c2csc3ncnc(NCC4COc5ccccc5O4)c23)cc1 (stereo not given)	-20	nt	37	nt	52	6	nt
Cc1sc2nc(SCC(=O)NCCO)n(C)c(=O)c2c1C	nt	-12	nt	nt	13	nt	-5
CCOC(=O)C1(O)CC(C)=NN1C(=O)c1cccc(Cl)c1 (stereo not given)	22	4	nt	nt	-17	nt	-2
O=C(NC1CCCCC1)N1CC2(C1)[C@@H](c1ccccc1)[C@@H](CO)N2CC1CCOCC1	3	nt	-5	-0.6	nt	6	1
O=C(CC[C@H]1O[C@@H](n2cnc3c(NC(=O)c4ccccc4)ncnc32)[C@H](O)[C@@H]1O)NCC1CCN(Cc2ccccc2)CC1	10	-3	-4	-1.3	-10	-5	-8
CS(=O)(=O)Nc1ccc(C2=NN(C(=O)CCCC(=O)O)C(c3cccs3)C2)cc1 (stereo not given)	3	-1	7	1.3	-7	-2	2
COc1ccc(CCNc2ccc(C(CC(N)=O)NC(=O)Cc3cccc4ccccc34)cc2[N+](=O)[O-])cc1 (stereo not given)	nt	-9	-16	0.4	-12	0	7
O=C(CSc1nnnn1-c1cccc2c1CCCC2)N1CCOCC1	3	nt	3	2.9	nt	nt	nt
Cc1nn(Cc2ccccc2)c(C)c1CCC(=O)O	nt	6	nt	nt	1	nt	-14
O=C(NNC(=O)C1CCCO1)c1ccc(F)cc1 (stereo not given)	1	-8	nt	nt	-3	nt	nt
COc1cccc(NC(=O)COC(=O)Cc2ccc(Br)cc2)c1	-19	nt	4	-2.2	2	-7	-4
Cc1oc(S(=O)(=O)N2CCOCC2)cc1C(=O)Nc1ccc(F)cc1	7	nt	7	-0.7	3	1	-6
O=C(N/N=C/c1ccccc1O)C1(O)c2ccccc2-c2ccccc21	-7	nt	nt	nt	16	nt	2
CC(=O)OCC1OC(OCc2cn(C[C@H]3CC[C@@H]([C@@H]4CC[C@H](Cn5cc(COC6OC(COC(C)=O)C(OC(C)=O)C(OC(C)=O)C6OC(C)=O)nn5)O4)O3)nn2)C(OC(C)=O)C(OC(C)=O)C1OC(C)=O (stereo not given in full)	nt	nt	-10	-4.8	-18	?	-1
CCCC#Cc1ccc([C@H]2[C@@H](CO)N(C(=O)C3CCCCC3)[C@H]2C#N)cc1	-5	nt	2	-0.8	84*	0	2
C=CCn1c(SCC(=O)N2CCCC2=O)nc2sc(CC)cc2c1=O	-35	-1	0	2.8	-9	11	0
C[C@H]1CCCCO[C@H](CN(C)S(=O)(=O)c2ccc(F)cc2)[C@@H](C)CN([C@@H](C)CO)C(=O)c2cc(NC(=O)Cc3ccccc3)ccc2O1	-10	2[16.7 µM]	3	-6.7	1	-5	5
CC1(C)COC(c2cc3c(cc2Br)OCO3)OC1	3	-5	-25	1.9	-1	?	-1
CN(C)CC(=O)N1[C@@H](C#N)[C@@H](c2ccccc2-c2ccccc2F)[C@@H]1CO	-2	nt	0	-1.1	nt	-4	-1
O=C(C1=C[C@@H](c2ccc(Br)cc2)C[C@@H](OCc2ccc(CO)cc2)O1)N1CCN(Cc2ccccc2)CC1	nt	nt	-6	4.5	nt	1	nt
C=CCn1c(=O)n(C)c2c(=O)n(C)c(=O)n(C)c21	0	-1	4	0.1	0	1	-1
O=S(=O)(NC1c2cccc3cccc(c23)C1Sc1ncccn1)c1ccccc1 (stereo not given)	16	nt	6	nt	-3	2	3
CCc1cc2c(=O)c(Oc3ccccc3F)c(C)oc2c(CN(C)C)c1O	nt	7	nt	nt	10	nt	-5
c1ccc(Oc2cnc3ccccc3n2)cc1	nt	-1	nt	nt	-50	nt	2
CCCCNC(=O)NNC(=O)c1ccco1	19	-3	2	0.1	-14	1	-6
Nc1c(C(=O)Nc2ccccc2)sc2nc(N3CCOCC3)c3c(c12)CCCC3	-51	-1	-63	-0.8	-198	-4	9
NC(=O)CN1C(=O)C(=O)N(Cc2ccc(F)cc2)C1=O	18	nt	5	2.6	10	-4	-2
CC(=O)c1cccc(NC(=O)C(C)OC(=O)Cc2n[nH]c(=O)c3ccccc23)c1 (stereo not given)	27	-5	4	-0.5	7	-4	4
N#C/C(=C/c1ccc(N2CCOCC2)o1)C(=O)NC1CCCCC1	3	nt	-40	5.3	-28	-2	4
CCC(C)NC(=O)c1ccc(N2CCC3(CC2)OCCO3)c([N+](=O)[O-])c1 (stereo not given)	12	nt	nt	nt	-1	nt	0
The results go on.
SMILES	GSIS activator	miR-122 sensor	EWS-Fli block	F508del corr	PAX8 inh HTS	DENV2 CPE rescue	FN deposit inh
O=C(CSc1ccc2nnc(-c3ccccc3)n2n1)NCc1ccco1	1	0	nt	nt	nt	nt	9
C[C@@H]1CN([C@H](C)CO)C(=O)c2ccccc2-c2ccccc2CO[C@@H]1CN(C)Cc1cccc(C(F)(F)F)c1	61	nt	12	3.0	nt	-4	-8
CCCN(C)C[C@H]1Oc2cc(/C=C/c3ccccc3)ccc2S(=O)(=O)N([C@H](C)CO)C[C@@H]1C	-10	8[16.7 µM]	9	-0.8	nt	0	-20
Cc1[nH]c(-c2ccc3c(c2)OCO3)nc1C(=O)O	nt	3	10	3.8	-5	-1	15
CN(C)C(=O)[C@@H]1[C@@H](CO)[C@@H]2Cn3c(ccc(/C=C/c4ccccc4)c3=O)[C@@H]2N1C(=O)c1cccnc1	9	nt	-5	nt	-13	6	-5
CCCCOC(=O)N1CCOCCOCCOCC1	15	nt	-4	0.0	3	?	-2
COc1ccc(CCNC(=O)CSc2nnc(CNC(=O)c3cc(OC)c(OC)c(OC)c3)o2)cc1OC	-7	-3	nt	-2.5	-7	3	1
COCC#Cc1cnc2c(c1)C(=O)N([C@H](C)CO)C[C@@H](C)[C@H](CN(C)C(=O)NC1CCCC1)O2	2	0[16.7 µM]	-5	-0.1	nt	2	-13
Cc1noc(C)c1S(=O)(=O)Nc1ccc2c(c1)CC(=O)N([C@H](C)CO)C[C@H](C)[C@H](CN(C)Cc1ccc(Oc3ccccc3)cc1)O2	-12	1[16.7 µM]	0	-4.3	-13	5	0
CCC(CC)=NNc1ccc(S(N)(=O)=O)cc1[N+](=O)[O-]	8	nt	-6	1.1	15	9	-9
O=C(Nc1nnc(C2CC2)o1)c1ccc(S(=O)(=O)N2CCCc3ccccc32)cc1	nt	6	28	-2.9	39	-11	4
CC1(C)CC2CC(C)(CN2C(=O)COC(=O)CNC(=O)c2ccc(Cl)c(Cl)c2)C1 (stereo not given)	-43	nt	nt	nt	-13	nt	2
Cn1cnc(S(=O)(=O)N2CCCCN3[C@@H](CO)[C@H](c4ccc(-c5ccccc5F)cc4)[C@@H]3C2)c1	-20	-2[16.7 µM]	-9	-7.0	-40	-4	nt
CCCc1cc(=O)oc2cc(C)cc(OCC(=O)NCCCN3CCCC3=O)c12	22	-4	-3	3.1	5	8	9

Single values from the list:
For PAX8 inh HTS, CCCc1cc(=O)oc2cc(C)cc(OCC(=O)NCCCN3CCCC3=O)c12 has 5
For FN deposit inh, O=C(Nc1nnc(C2CC2)o1)c1ccc(S(=O)(=O)N2CCCc3ccccc32)cc1 has 4
For F508del corr, C[C@@H]1CN([C@H](C)CO)C(=O)c2ccccc2-c2ccccc2CO[C@@H]1CN(C)Cc1cccc(C(F)(F)F)c1 has 3.0
